From PubChem
PME-1 Maybridge = PME-1 (human) inhibition, Maybridge primary screen | inhibition, % at 9 µM | Q9Y570 | 16,000 compounds, 0.5% hits | recombinant PME-1, FP-Rh probe fluorescence polarization; in the data active means inhibition above about 30%
NOTCH ag = agonists of NOTCH signaling; NOTCH signaling luciferase reporter cells, luminescence; activation, % at 2.5 µM; 15,000 compounds, 0.4% hits; in the data active means activation above about 2.2%
S1P1 agonist = activates the human S1P1 receptor; 16,000 compounds, 1.5% hits; S1P1 agonist cell-based reporter assay; activation, % at 4.5 µM; P21453; in the data active means activation above about 80%
TLR4-MyD88 inh = inhibitors of human TLR4-MyD88 binding | O00206 | Cell-based TLR4-MyD88 binding inhibition assay | inhibition, % at 10 µM | 16,000 compounds, 0.06% hits | AID 811; in the data active means inhibition above about 45%
rat GALR2 ag = agonists of rat galanin receptor 2 (GALR2); cell-based GALR2 agonist screen; activation, % at 10 µM; 16,000 compounds, 0.5% hits; in the data active means activation above about 15%
Target sequence (O08726 whole entry, looked up): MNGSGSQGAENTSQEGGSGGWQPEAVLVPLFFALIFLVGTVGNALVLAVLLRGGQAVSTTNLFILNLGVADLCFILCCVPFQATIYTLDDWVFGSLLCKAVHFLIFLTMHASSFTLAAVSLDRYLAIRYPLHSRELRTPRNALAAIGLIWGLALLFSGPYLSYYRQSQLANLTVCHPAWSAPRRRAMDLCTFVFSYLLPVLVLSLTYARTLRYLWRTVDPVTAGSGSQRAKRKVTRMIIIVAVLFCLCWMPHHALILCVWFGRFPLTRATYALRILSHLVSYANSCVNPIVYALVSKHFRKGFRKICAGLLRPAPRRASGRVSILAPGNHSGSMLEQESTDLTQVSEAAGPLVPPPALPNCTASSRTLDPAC
Nox1 inhibitor = inhibitors of human NADPH oxidase 1 (Nox1) | 16,000 compounds, 0.81% hits | HT29 cells, luminol chemiluminescence ROS | AID 1792 | inhibition, % at 6.7 µM | Q9Y5S8
Luminol counter = counter-screen for Nox1 inhibitors: inhibitors of luminol chemiluminescence; HRP/luminol/H2O2 chemiluminescence counterscreen; inhibition, % at 6.7 µM; 16,000 compounds, 0.4% hits; further: reference of the scale not given here
KOR antag MB = OPRK1 (human) antagonism, Maybridge screen; inhibition, % at 9 µM; 16,000 compounds, 0.4% hits; OPRK1 cells, antagonist mode, fluorescence readout; in the data active means inhibition above about 50%
Target sequence (P41145 whole entry, looked up): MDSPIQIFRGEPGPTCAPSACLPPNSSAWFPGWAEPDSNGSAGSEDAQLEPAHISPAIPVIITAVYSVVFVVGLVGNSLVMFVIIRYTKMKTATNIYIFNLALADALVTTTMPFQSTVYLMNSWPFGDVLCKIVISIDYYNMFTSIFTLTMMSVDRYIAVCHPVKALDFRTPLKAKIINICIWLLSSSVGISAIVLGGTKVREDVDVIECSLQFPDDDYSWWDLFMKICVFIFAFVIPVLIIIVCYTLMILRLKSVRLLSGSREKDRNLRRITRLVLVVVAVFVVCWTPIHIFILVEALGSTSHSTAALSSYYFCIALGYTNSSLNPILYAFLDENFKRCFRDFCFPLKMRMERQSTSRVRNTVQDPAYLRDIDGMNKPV
* marks the source's active call; other numbers are inactive results; / = no result given. Unless noted, no stated cut-off is given here; in the data, active means inhibition above about 75%; inactive means the rest.

1: CC(C)S(=O)(=O)/C(C#N)=C/c1cnc[nH]1
2: COC(=O)c1c(OC)ccc(-n2cccc2)c1OC
3: CC(C)(O)C#Cc1ccc(CO)cc1
4: N#C/C(=C\Nc1cc(C(F)(F)F)cc(C(F)(F)F)c1)S(=O)(=O)Cc1ccc(Cl)cc1
5: FC(F)(F)COc1ccc(OCC(F)(F)F)c(-c2n[nH]c(=S)o2)c1
6: CCOC(=O)c1cc(=O)c2ccc(O)cc2o1
7: Cc1ccc(Nc2ncnc(-n3cccc3)n2)cc1Cl
8: O=C(Nc1ccc2nonc2c1)N1CCOCC1

assay / entry	1	2	3	4	5	6	7	8
PME-1 Maybridge	0	0	5	-1	1	-4	-8	4
NOTCH ag	-0.7	-0.1	0.1	-0.6	-0.3	-0.3	-0.3	-0.3
S1P1 agonist	-13	-13	-9	100*	6	16	-1	-14
TLR4-MyD88 inh	0	1	3	-1	-8	1	-1	2
rat GALR2 ag	-9	-3	-4	-9	-7	-5	-7	-8
Nox1 inhibitor	-17	-60	12	7	15	-76	19	-20
Luminol counter	3	1	-6	5	87*	4	-5	0
KOR antag MB	-5	3	27	18	15	8	-4	-5

9: N#Cc1ccc(Oc2ccc(Cl)cc2)nc1
10: CN(NC(=O)c1ccc(Cl)cc1)c1ncc(Cl)cc1C(F)(F)F
11: O=C1C(=O)C(c2ccccc2)C(=O)C1c1ccccc1 (stereo unspecified)
12: O=C(O)CCCCCC(=O)c1ccccc1
13: Cc1ccc2c(c1)nnc1nncn12
14: O=C(c1ccc([N+](=O)[O-])cc1)N1CCN(c2ncc(Br)cn2)CC1
15: O=C(Nc1ccc(I)cc1Cl)C(=S)NCc1cccs1
16: Cc1cc(C(=O)NNC(=O)CSCc2cccc3ccccc23)no1

assay / entry	9	10	11	12	13	14	15	16
PME-1 Maybridge	0	3	-2	2	6	-2	-1	4
NOTCH ag	-1.0	0.3	-0.4	0.0	0.3	0.2	0.4	2.8*
S1P1 agonist	-5	9	2	12	6	1	14	-10
TLR4-MyD88 inh	7	-3	2	-7	-7	-1	4	-9
rat GALR2 ag	8	-4	-4	-8	-5	-6	-3	-8
Nox1 inhibitor	7	22	-11	-19	-29	-3	-51	-8
Luminol counter	-1	-5	0	4	-5	-2	-1	-6
KOR antag MB	1	1	5	15	-14	-10	-3	11

7 compounds out of the list, arranged by length of the SMILES, rising.
13: Cc1ccc2c(c1)nnc1nncn12
8: O=C(Nc1ccc2nonc2c1)N1CCOCC1
7: Cc1ccc(Nc2ncnc(-n3cccc3)n2)cc1Cl
15: O=C(Nc1ccc(I)cc1Cl)C(=S)NCc1cccs1
11: O=C1C(=O)C(c2ccccc2)C(=O)C1c1ccccc1 (stereo unspecified)
16: Cc1cc(C(=O)NNC(=O)CSCc2cccc3ccccc23)no1
14: O=C(c1ccc([N+](=O)[O-])cc1)N1CCN(c2ncc(Br)cn2)CC1

assay / entry	13	8	7	15	11	16	14
PME-1 Maybridge	6	4	-8	-1	-2	4	-2
NOTCH ag	0.3	-0.3	-0.3	0.4	-0.4	2.8*	0.2
S1P1 agonist	6	-14	-1	14	2	-10	1
TLR4-MyD88 inh	-7	2	-1	4	2	-9	-1
rat GALR2 ag	-5	-8	-7	-3	-4	-8	-6
Nox1 inhibitor	-29	-20	19	-51	-11	-8	-3
Luminol counter	-5	0	-5	-1	0	-6	-2
KOR antag MB	-14	-5	-4	-3	5	11	-10

Results in sequence from the list.
Compounds 11 to 14 in Luminol counter, in turn: 0, 4, -5, -2
Compounds 11 to 14 in KOR antag MB, in turn: 5, 15, -14, -10

The list continues:
17: CSC(=Nc1ccccc1C(F)(F)F)N1CCCC1
18: Cc1noc(C)c1C(=O)Sc1cccc(C(F)(F)F)c1
19: O=C1CC(c2ccc(NC(=O)C(F)(F)F)cc2)C(=O)N1c1ccc(OC(F)(F)F)cc1 (stereo unspecified)
20: CSc1ncc(Cl)c(C(=O)O)n1
21: COc1ccc(-c2c(C#N)c(C(C)=O)[nH]c(=O)c2C#N)cc1
22: NNC(=O)CC1C(=O)NCCN1Cc1c(Cl)cccc1Cl (stereo unspecified)
23: NC(=S)c1cc(Br)cc(Br)c1
24: c1ccc2c(c1)CC1OC(CC3=N[C@H]4c5ccccc5C[C@H]4O3)=NC21 (stereo partly specified)

assay / entry	17	18	19	20	21	22	23	24
PME-1 Maybridge	-2	1	-4	2	5	-3	-2	5
NOTCH ag	-1.1	0.8	0.0	-0.3	-0.6	0.5	-0.4	-0.1
S1P1 agonist	63	-1	6	-3	11	-9	-6	-13
TLR4-MyD88 inh	-3	0	-8	5	2	-6	5	-3
rat GALR2 ag	-8	-6	-7	-8	-6	-5	-3	-3
Nox1 inhibitor	2	-8	-16	-60	12	15	-19	-36
Luminol counter	-2	0	-1	4	-7	2	14	2
KOR antag MB	-6	19	-7	-10	23	-1	41	7

25: OC(CNC1Cc2ccccc2C1)c1ccccc1 (stereo unspecified)
26: O=C(c1ccccc1)c1cccc([N+](=O)[O-])c1
27: COC(=O)/C=C1/NCC(O)CNC1=O (stereo unspecified)
28: COC(=O)C/C(=N\NC(=O)c1cccs1)C(=O)OC
29: O=[N+]([O-])c1ccccc1-c1nnc(-c2ccc(Cl)c(Cl)c2)o1
30: C1=C(c2ccccc2)N2CCCCN=C2S1
31: Cc1ccc(CSC(=N)N)cc1
32: Cc1cc(N/C=C(\C#N)C(=O)c2cc(C)oc2C(F)(F)F)no1

assay / entry	25	26	27	28	29	30	31	32
PME-1 Maybridge	2	2	-3	3	-3	3	1	-7
NOTCH ag	/	-0.5	-0.6	0.1	-0.7	0.6	0.1	0.8
S1P1 agonist	-20	-17	-11	2	8	-4	-18	6
TLR4-MyD88 inh	1	1	0	12	-3	-1	-6	7
rat GALR2 ag	-7	-6	-5	-2	-6	-5	-5	-5
Nox1 inhibitor	-5	-16	-26	-31	-42	-6	-35	-21
Luminol counter	-2	-2	2	3	1	-2	0	-1
KOR antag MB	-46	-15	-7	-10	26	36	10	18

33: COC(=O)c1nn(-c2ccc(F)cc2)ccc1=O
34: Cc1[nH]n(-c2ccccc2)c(=O)c1N=Nc1c(C)n(C)n(-c2ccccc2)c1=O
35: CN(C)C=NC(=O)/C(C#N)=C/N(C)C
36: COC(=O)c1cccc(NC(=O)C2=NNC(=O)CC2)c1
37: Cc1ccc(S(=O)(=O)n2ncc(Sc3ccc(Cl)cc3)c2C)cc1
38: CS(=O)(=NC(=O)Nc1ccccc1)c1ccccc1 (stereo unspecified)
39: COC(=O)c1sc(N2CCCC2)c(C#N)c1N
40: COC(=O)c1sccc1NC(=O)Cc1cccs1

assay / entry	33	34	35	36	37	38	39	40
PME-1 Maybridge	3	6	2	2	5	-4	4	-2
NOTCH ag	/	-0.5	-1.2	-0.1	-0.2	1.0	0.1	-0.8
S1P1 agonist	-7	1	-14	-18	4	5	-11	-18
TLR4-MyD88 inh	10	2	11	-4	-6	0	2	5
rat GALR2 ag	-6	-5	-7	-8	-3	0	-6	-8
Nox1 inhibitor	-66	2	-65	-19	5	-11	6	-105
Luminol counter	-1	-2	-2	-4	-4	1	-3	-2
KOR antag MB	-2	-1	-15	-21	4	6	-1	-4

41: N#C/C(=C\Nc1ccc(Cl)cn1)S(=O)(=O)c1ccccn1
42: Cc1ccc(C(=O)OC2=CC(=O)c3ccccc3C2=O)cc1
43: O=S(=O)(Nc1cccc2nsnc12)c1cc(Cl)sc1Cl
44: CCCCCCCCCCCCCC#CC(O)C(N)CO (stereo unspecified)
45: C/C(=N\O)C(C)(C)Nc1cccc(Br)c1
46: S=C1SCN(Cc2ccncc2)CN1Cc1ccncc1
47: O=C(Nc1ccccc1)Nc1ccc(OC(F)F)cc1
48: CC1=NC=CC2NC(=O)C(C#N)=CC12 (stereo unspecified)

assay / entry	41	42	43	44	45	46	47	48
PME-1 Maybridge	-2	6	11	-4	0	3	-8	-2
NOTCH ag	-0.1	-0.5	/	-0.8	-0.4	-0.5	-0.9	-0.2
S1P1 agonist	-7	-2	33	34	-2	-12	11	-5
TLR4-MyD88 inh	-1	8	29	3	/	4	-10	-7
rat GALR2 ag	-5	-8	-12	0	-8	-7	-9	-3
Nox1 inhibitor	-39	-54	-42	-25	-68	-16	13	-28
Luminol counter	3	8	6	2	2	-2	-3	0
KOR antag MB	-12	-16	22	13	0	0	3	4

49: O=C(Nc1ccc(Cl)cc1)n1nccc1/C=C/c1cccs1
50: CC(C)(C)NC(=O)NCc1cccnc1
51: CN(C)/C=N/C1N=C(C2CC2)N(C)C(=O)N1 (stereo unspecified)
52: COC(=O)c1cc(C#N)c(Sc2ccc(C(F)(F)F)cc2[N+](=O)[O-])nc1C(OC)OC
53: CCN(CCS(=O)(=O)c1ccc(Cl)cc1)S(=O)(=O)c1ccc(C)cc1
54: N#CCCSc1ccccc1N1C(=O)CSC1=S
55: C/C(=N\OC(=O)NC(=O)c1ccccc1F)c1ccc(F)c(F)c1
56: NS(=O)(=O)c1ccc(NC(=O)c2ccc3c(c2)OCO3)cc1

assay / entry	49	50	51	52	53	54	55	56
PME-1 Maybridge	1	4	2	-2	21	-4	-1	2
NOTCH ag	/	-0.3	-0.6	-0.7	1.0	-0.4	-0.3	-0.2
S1P1 agonist	12	-7	5	14	11	50	-6	-20
TLR4-MyD88 inh	0	-8	4	2	-1	-9	-2	0
rat GALR2 ag	-3	-7	-9	-6	-6	-9	-8	0
Nox1 inhibitor	8	10	-10	-42	-14	-4	17	-53
Luminol counter	-5	-7	3	4	3	6	-4	-1
KOR antag MB	2	12	10	33	6	13	9	1

57: CC(=O)N/C(=C/c1ccoc1)C(=O)O
58: Cc1c2c(=O)[nH]ncc2c(-c2ccccc2)n1CCSCc1c(F)cccc1Cl
59: N#C[C@@H]1O[C@H](COC(=O)c2ccccc2)[C@@H](OC(=O)c2ccccc2)[C@H]1OC(=O)c1ccccc1
60: O=C(Nc1csc(C(F)(F)F)c1-c1ccccc1)c1ccco1
61: COc1ccc(C2=C([N+](=O)[O-])/C(=C/N3CCCCC3)N=C2)cc1
62: O=S(=O)(c1cc(Cl)sc1Cl)n1cccc1
63: COc1ccc(C(=O)Cc2c(O)c3ccccc3oc2=O)cc1
64: O=S(=O)(Nc1ccc2c(c1)OCCO2)c1csc(-c2cc(C(F)(F)F)on2)c1
65: CC(=O)Nc1ccc(O)c(C(=O)CC(=O)c2ccccc2)c1

assay / entry	57	58	59	60	61	62	63	64	65
PME-1 Maybridge	-1	10	-4	-5	1	-1	-3	1	2
NOTCH ag	-0.5	0.3	-0.6	-5.2	0.1	-0.2	0.7	0.4	-0.3
S1P1 agonist	-18	-12	-21	-34	5	-3	12	82*	-9
TLR4-MyD88 inh	-4	-2	-1	1	1	-4	-1	6	-7
rat GALR2 ag	-4	-1	-6	-8	-5	-4	-3	-5	-4
Nox1 inhibitor	-46	16	-45	-37	0	-16	-17	32	-61
Luminol counter	2	-8	3	-1	-7	-1	2	-6	6
KOR antag MB	-6	-10	1	4	-8	0	-12	3	-4

Copied from the list.
Result of O=C(Nc1csc(C(F)(F)F)c1-c1ccccc1)c1ccco1 under TLR4-MyD88 inh: 1
Result of COc1ccc(C(=O)Cc2c(O)c3ccccc3oc2=O)cc1 under Luminol counter: 2
Result of CC(=O)N/C(=C/c1ccoc1)C(=O)O under KOR antag MB: -6
